Compound activity as filed in PubChem.
Platelet DG rel: platelet dense granule release activity; actives 0.22% (n = 300,000); inhibition, %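 (compounds screened at 7.5 µM in platelet-rich plasma)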; human platelet-rich plasma, SFLLRN dense granule ATP release, luminescence; AID 1663;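 active = mean replicate score, as percent of positive control, at or above 50; inconclusive = mean below 50 but at least one replicate at or above 50; inactive = mean and every replicate below 50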
DYRK1A inh: Dyrk1A (rat) kinase inhibition. Q63470. ADP-Glo luminescence, NFATc1 peptide. inhibition, % at 12.5 µM. actives 0.43% (n = 310,000). AID 504441; in the data active = inhibition above about 50%;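 note: plate controls were vehicle with enzyme for no effect and no enzyme for full effect; many of its hits are not listed in these tables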
IEC-6 tox: kills IEC-6 intestinal cells in KLF5 counter-screen; inhibition, % at 5 µM; actives 0.78% (n = 290,000); IEC-6 cytotoxicity, luminescence viability; in the data active = inhibition above about 22%;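 note: 0% = plate median of test compound wells and 100% = cytotoxic reference compound wells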
aSyn UTR inh: 5' untranslated region of α-synuclein, MLPCN primary screen; actives 0.82% (n = 300,000); alpha-synuclein 5'UTR reporter, inhibitor activity; inhibition, % (tested at 7.5 µM); AID 1813; in the data active = inhibition above about 60%; inconclusive = no clear call, values can overlap the other calls;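 note: H4 neuroglioblastoma cells stably carrying SNCA 5'UTR luciferase fusion; 0% = DMSO wells and 100% = positive control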
KLF5 inhibitor: suppresses KLF5 promoter-driven expression; DLD-1 KLF5 promoter-luciferase reporter, luminescence; inhibition, % at 5 µM; actives 0.23% (n = 290,000); AID 1700;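 active = inhibition above a per-plate limit of that plate's mean compound inhibition plus 3 SD, cut at about 60% in these data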;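 note: 0% = DMSO wells and 100% = LY294002 at 200 µM; higher means less KLF5 promoter-driven luciferase light; inactives centre near -14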
GSK3beta inhib: human GSK3beta kinase inhibition; P49841; GST-GSK3beta kinase, ADP-Glo luminescence, 60 min; active compounds read low; activity score (negative = inhibition), % at 10 µM; actives 0.038% (n = 300,000);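 active = more than half of replicate wells score below -50%, meaning over 50% inhibition versus plate controls; inconclusive = some replicates but at most half score below -50%; inactive = no replicate scores below -50%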;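 note: 0% = median DMSO wells and -100% = median GW8510 positive control wells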
Target sequence (P49841 whole entry, looked up): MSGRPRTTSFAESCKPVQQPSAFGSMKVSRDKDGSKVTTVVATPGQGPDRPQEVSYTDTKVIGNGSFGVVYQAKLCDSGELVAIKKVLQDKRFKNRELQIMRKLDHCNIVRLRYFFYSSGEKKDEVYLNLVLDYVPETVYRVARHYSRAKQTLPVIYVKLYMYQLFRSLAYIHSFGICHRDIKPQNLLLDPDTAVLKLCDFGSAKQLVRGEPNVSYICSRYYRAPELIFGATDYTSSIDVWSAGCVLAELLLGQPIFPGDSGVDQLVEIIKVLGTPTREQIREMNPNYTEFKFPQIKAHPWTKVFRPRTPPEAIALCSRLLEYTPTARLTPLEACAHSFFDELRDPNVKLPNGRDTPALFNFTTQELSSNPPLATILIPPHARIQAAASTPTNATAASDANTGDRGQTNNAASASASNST
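Test system – GST-tagged human GSK3beta kinase, cell-free · Incubation – 60 min enzyme reaction, room temperature · Signal – ADP-Glo luminescence · Also added – peptide substrate and ATP at 25 µM · Controls – DMSO neutral wells and GW8510 at 20 µM as positive · Buffer or medium – Tris/MgCl2 kinase buffer · Measure – Luminescence-derived activity versus plate DMSO and GW8510 wells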
HSF1 inh: HSF1 inhibition; NIH3T3-HGL HSE-luciferase, MG132-induced, luminescence 8 h; active compounds read low; activity change, negative = inhibition, % at 7.5 µM (by protocol); actives 0.77% (n = 300,000); AID 2098;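 active = more than half of replicate wells show activity change below -50%, luminescence cut by over half; inconclusive = some wells, but at most half, below -50%; inactive = no replicate well below -50%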;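 note: luciferase reports HSF-1 transcriptional activity via heat shock element; 0% = median of DMSO wells and -100% = zero luminescence signal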
HSP90 refold inh: blocks HSP90-mediated luciferase refolding in reticulocyte lysate; Rabbit reticulocyte lysate, luciferase refolding luminescence, 3 h; inhibition, % at 5.6 µM; actives 0.91% (n = 290,000);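 active = inhibition above the screen-wide mean plus 3 SD, computed separately per campaign, cut at about 16% in these data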;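 note: 0% = DMSO wells and 100% = 60 µM geldanamycin wells; inhibitors lower the luminescence because luciferase stays unfolded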
GSK3A inh: blocks human GSK-3 alpha kinase; P49840; ADP-Glo luminescence, 60 min; inhibition, % at 10 µM; actives 0.1% (n = 320,000);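 in the data active = inhibition above about 50%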;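 note: GST-tagged GSK-3 alpha with peptide substrate and 25 µM ATP; 0% = DMSO neutral wells and 100% = GW8510 positive control wells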
Target sequence (P49840 whole entry, looked up): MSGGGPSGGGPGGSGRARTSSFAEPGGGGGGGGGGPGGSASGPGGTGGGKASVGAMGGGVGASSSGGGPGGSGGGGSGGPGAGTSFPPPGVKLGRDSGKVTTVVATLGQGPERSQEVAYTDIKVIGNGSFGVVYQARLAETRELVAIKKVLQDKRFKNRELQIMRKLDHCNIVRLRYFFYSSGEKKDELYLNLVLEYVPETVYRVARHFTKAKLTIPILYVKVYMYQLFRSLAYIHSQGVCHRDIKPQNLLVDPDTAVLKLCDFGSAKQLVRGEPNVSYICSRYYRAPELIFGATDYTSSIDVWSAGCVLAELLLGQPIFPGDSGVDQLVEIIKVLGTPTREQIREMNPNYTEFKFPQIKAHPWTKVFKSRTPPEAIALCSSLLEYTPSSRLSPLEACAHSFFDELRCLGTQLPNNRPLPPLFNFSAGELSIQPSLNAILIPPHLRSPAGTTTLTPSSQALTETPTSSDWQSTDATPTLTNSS
HSF1 activator: increases HSF-1 driven luciferase reporter signal; NIH3T3-HGL HSF-1 luciferase reporter, MG132, 8 h; 100% = twice DMSO control signal; actives 1.7% (n = 300,000); AID 504408; activation, % at 9 µM;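 active = mean replicate activation of at least 50% with a set share of replicates each reaching 50%; inconclusive = only one of those two conditions met; inactive = mean below 50% and too few replicates reaching it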;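 note: 0% = median of the neutral control wells and 100% = twice that signal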
The depositor's hits bear a star; ? = inconclusive; / = no result given. Some of the compounds tested; the hit share may differ from the screen's.

mol,Platelet DG rel,DYRK1A inh,IEC-6 tox,aSyn UTR inh,KLF5 inhibitor,GSK3beta inhib,HSF1 inh,HSP90 refold inh,GSK3A inh,HSF1 activator
NC(=O)CC(NC(=O)Cc1cccc2ccccc12)c1ccc(NCCc2ccc(F)cc2)c([N+](=O)[O-])c1 (stereo not drawn),2,3,/,33,/,0,-7,/,-1,-7
N#Cc1ccc(-c2ccc(F)cc2)nc1Sc1ccc(F)cc1,1,-4,-2,11,6,3,-13,-2,6,-12
O=C(Nc1ccccc1)c1cccc(S(=O)(=O)NC2CCCC2)c1,10,-5,4,17,-12,1,-5,2,-1,-6
Cc1ccc(Nc2nc(N)nc(CN3CCN(C)CC3)n2)cc1,0,3,11,-42,-14,-1,-1,8,1,11
CN(C)S(=O)(=O)c1cccc(NC(=O)COc2ccc(C(=O)c3ccccc3)cc2)c1,-19,-5,2,-6,-10,0,-5,1,2,10
Cn1c(=O)c([N+](=O)[O-])c(NCC(O)c2ccccc2)c2ccccc21 (stereo not drawn),25,4,4,3,-20,-1,5,9,3,-13
S=c1[nH]nc(-c2ccco2)n1/N=C/c1ccc(Cl)c(Cl)c1,-14,23,-4,10,-11,2,-3,1,6,-9
Cc1cc(NC(=O)C(C)SCC(=O)Nc2ccc(Br)cc2Br)no1 (stereo not drawn),12,10,/,-13,/,2,15,/,-2,6
Nc1ccc(N2CCCCC2)c(Cl)c1,2,-2,6,-16,-3,1,-11,1,4,-8
CCc1ccc(NC(=O)CCn2cccc2)cc1,0,-1,-5,-24,-73,2,1,1,1,9
COc1ccc(NC(=S)NC2CCCCCC2)c(OC)c1,2,3,0,-30,-3,-4,3,2,-2,-5
CC1CC(C)CN(C(=O)C(Cc2ccccc2)n2cccc2)C1 (stereo not drawn),-1,3,3,25,3,-3,-8,0,-2,0
CNc1oc(-c2ccc(C)cc2)nc1P(=O)(c1ccccc1)c1ccccc1,-2,1,5,0,0,-3,2,3,0,16
O=C(Nc1ccccc1)Nc1ccc(S(=O)(=O)N2CCCCC2)cc1,0,1,-2,-10,-28,1,3,5,-1,-5
Nc1cnn(C2CCCO2)c(=O)n1 (stereo not drawn),5,-3,-8,6,-16,5,-16,1,0,-33
O=C(COC(=O)c1ccccc1C(=O)c1ccccc1)NCCc1ccc(Cl)cc1Cl,17,4,6,-19,-23,5,27,5,0,?
CCOC(=O)c1c(CCl)nc2ccccc2c1-c1ccccc1,2,-5,-7,-11,-35,-5,-2,0,-3,-14
CC(=O)c1ccc(NC(=O)C2CCN(S(=O)(=O)c3ccc4c(c3)N(C(C)=O)CCO4)CC2)cc1,-3,3,-3,25,5,-2,-1,3,1,-5
CS(=O)(=O)c1ccc(C(=O)Nc2cc(S(C)(=O)=O)ccc2Cl)cc1,0,-5,6,-5,-12,4,-5,1,0,12
CCOc1ccc(NC(=O)CCC(=O)NNC(=O)COc2ccc(C)cc2Br)cc1,0,-1,3,-77,-40,-2,13,1,1,9
O=C(NN=C(Cc1ccccc1)Cc1ccccc1)c1ccc(F)cc1,-1,6,-5,-14,-32,0,6,-2,-2,4
Cc1cc(C)c2nc(N3CCCN(C(=O)c4ccco4)CC3)c(C#N)cc2c1,5,1,-1,-9,-2,3,-5,0,-1,-3
CN(C)C(CNC(=O)c1cc(S(=O)(=O)N(C)c2ccccc2)ccc1Cl)c1ccccc1 (stereo not drawn),2,-4,-2,-2,-29,-2,-3,2,-3,-3
O=C(Nc1ccccc1N1CCCCC1)c1ncoc1-c1ccc(F)cc1,-24,5,5,8,-26,1,-7,2,-3,0
CCCC(=O)Nc1c(-c2ccc(OC)cc2)c(=O)c2ccccc2n1C,-1,-1,-4,0,-15,-21,6,6,-3,3
CC(=O)Nc1nc(CC(C)C)cc(-c2ccccc2)c1C#N,-5,-1,1,20,0,-4,-10,-2,1,0
Cc1cc(C(=O)Nc2ccccc2Cl)c2ccccc2n1,0,-4,6,23,-14,-3,-2,-1,5,9
Cc1ccc(S(=O)(=O)N2CCOCC2)cc1C(=O)N1CCOCC1,-1,1,4,6,-26,1,0,2,0,-15
N#CC1=C(N)C(C#N)(C#N)C(c2ccc[nH]2)C2CCCC=C12 (stereo not drawn),-3,18,-12,-8,-19,1,16,-4,33,42
CCN(CC)CCCNC(=O)Cn1ncn2cccc2c1=O,-2,3,2,7,3,-1,-5,3,-2,-3
COc1ccc(C(F)(F)F)cc1N/C=C/c1nnnn1-c1ccc(C)cc1,0,0,-5,6,-33,-3,4,1,-1,14
CC(C)Cn1c(=O)n(C)c(=O)c2[nH]cnc21,2,4,/,26,/,-1,-9,/,1,-3
Cc1cccc(-n2ncc3c(Nc4ccc(F)cc4)ncnc32)c1,10,0,/,-108,/,1,31,/,2,51*
CN(C)/C=N/n1cnc2ccccc2c1=O,1,/,-4,-19,-6,0,-23,1,-6,-39
O=S1c2ccccc2Nc2ccccc21,-1,2,/,-5,/,-4,-10,/,-5,5
CC(CN1CCCC(C(N)=O)C1)c1ccccc1 (stereo not drawn),2,-2,-2,6,18,1,-5,-1,0,-7
O=C(/C=C/c1ccco1)Oc1cc(Br)cc(/C=N/NC(=O)c2ccccc2O)c1,-6,15,1,96*,-5,0,14,-1,-1,36
CCc1ccc(NS(=O)(=O)c2cc3c(cc2C)n(C)c(=O)c(=O)n3C)cc1,-2,11,1,-8,-10,2,2,-3,2,-9
CN(C)CCNC(=O)c1ccc(COc2ccc(Cl)cc2Cl)cc1,0,10,6,-50,-22,-3,8,2,/,3
Cc1cccc(C)c1NC(=S)NCCc1ccc(O)c(O)c1,1,/,0,-13,-29,0,6,-1,2,11
Cc1ccc(C(=O)NCCNC(=O)c2cccnc2)cc1,10,0,2,4,-4,-3,-9,0,1,10
CCc1nccn1CCC(=O)N1CCCC(Nc2ccc(F)cc2)C1 (stereo not drawn),-3,-2,-7,-8,-16,2,-2,-3,-1,-7
C/C=C/c1ccc(OCC(O)CN2CCCCC2CC)c(OC)c1 (stereo not drawn),4,/,-3,30,-15,-1,3,-2,/,-7
COc1ccccc1C(=O)C1CCCN(Cc2cn[nH]c2C2CCCCC2)C1 (stereo not drawn),4,-4,-1,-7,8,2,-1,-2,-6,-23
C=CCNC(=S)N/N=C/c1ccc(C)cc1C,11,/,2,-17,-42,-1,19,0,1,27
Cc1ccnn1Cc1cc(C(=O)O)c2ccccc2n1,2,-2,1,-12,-4,4,0,2,-1,-14
CCn1c(-c2ccc3[nH]c(C)c(C)c3c2)n[nH]c1=S,-6,/,3,21,-32,0,?,1,-2,-56
CCc1nnc(NC(=O)CCC(=O)N2CCCC2)s1,1,6,4,19,-20,0,-9,-1,-2,-11
CC1CCN(S(=O)C23CC4CC(CC(C4)C2)C3)CC1 (stereo not drawn),1,1,1,-12,-1,2,-7,1,2,-14
Cc1ccc(C(=O)NCC(=O)NCc2cc(=O)n(C)c(=O)n2C)cc1,-8,-3,3,6,-18,-1,0,-5,-5,-15
Cc1cccc(NC(=O)c2ccc(NCC3CCCO3)c([N+](=O)[O-])c2)n1 (stereo not drawn),8,0,-4,-121,-30,-1,4,6,1,35
Nc1ccccc1CNc1nc(NCCO)nc2c1ncn2CCN1CCOCC1,-2,-2,/,3,/,-3,-1,/,3,12
Cc1cccc2sc(NC(=O)CN3C(=O)C4CC=CCC4C3=O)nc12 (stereo not drawn),-2,-2,1,3,-9,1,-1,2,-1,0
COc1c(Cl)cc(Cl)cc1C(=O)Nc1ccc(CN2CCOCC2)cc1,-7,-4,0,-16,-35,-2,-1,0,-3,-5
CNc1[nH]c(=O)[nH]c(=O)c1N=Nc1cc(Cl)ccc1Cl,7,/,/,14,/,0,-10,/,1,-17
C/C(=N\NC(=O)Cc1cccn1C)c1cccc2ccccc12,-2,12,1,-11,-7,5,-1,-4,1,17

Additional compounds.
mol,Platelet DG rel,DYRK1A inh,IEC-6 tox,aSyn UTR inh,KLF5 inhibitor,GSK3beta inhib,HSF1 inh,HSP90 refold inh,GSK3A inh,HSF1 activator
Cc1ncoc1C(=O)N1CCCC(CCC(=O)NCc2ccc(F)c(F)c2)C1 (stereo not drawn),-10,-3,-4,-9,-7,-1,1,1,1,-6
CCC(C(=O)NC1CCCC1)N(C(=O)Cn1nnc(-c2ccc(C)o2)n1)c1cccc(OC)c1 (stereo not drawn),19,-2,2,10,9,2,1,5,3,30
CN(Cc1ccc(F)cc1)C(=O)c1cc(COc2ccc(-n3cncn3)cc2)on1,0,-3,2,-2,16,1,-5,-5,-1,-1
O=C(CN1C(=O)C2C3CC(C(Br)C3Br)C2C1=O)OCC(=O)c1cccc([N+](=O)[O-])c1 (stereo not drawn),-1,-1,-13,-1,-35,1,-4,-3,-2,-1
Cc1ccc(NS(=O)(=O)c2ccc(-c3cnc(C4CC4)o3)cc2)cc1,-6,3,56*,-35,30,-3,2,8,-2,-2
CS(=O)(=O)Nc1ccccc1C(=O)O,-1,3,6,14,-19,1,1,3,0,1
COc1ccc(-c2csc(N(CCCN(C)C)C(=O)c3ccccc3F)n2)cc1,1,/,-1,-3,-44,2,-10,-5,-3,-19
COc1ccc2c(-c3ccccc3)cc(SCC(=O)NC3CCS(=O)(=O)C3)nc2c1 (stereo not drawn),7,-10,-2,46,-24,3,/,-2,-2,/
O=C(NC1CCCCC1)C(c1ccc(F)cc1)N(C(=O)c1csnn1)C1CCCC1 (stereo not drawn),/,-6,-3,-1,2,2,3,1,1,-3
COc1ccc(-c2noc(N3CCC(C(=O)NCCCN4CCCC(C)C4)CC3)n2)cc1 (stereo not drawn),-1,2,3,-23,-22,0,-47,0,-2,-60
CC(C)CC(=O)Nc1nnc(SCC(=O)Nc2ccc3c(c2)OCO3)s1,-5,-4,1,17,-21,0,-3,1,-2,-15
Fc1ccc(Cn2nnnc2CN2CCN(C3CCCCC3)CC2)cc1,-8,/,3,-35,14,-1,2,0,4,7
Cc1cc(=O)oc(C)c1C(=O)N1CCCc2ccccc21,3,-2,5,7,18,-8,-2,1,-3,-3
COc1cc2c3c(c1)C1(C(=O)N3C(C)(C)C=C2C)C(C#N)=C(N)Oc2cc(O)ccc21 (stereo not drawn),0,6,2,6,-13,-2,0,5,-1,8
O=C(CSc1nc2[nH]ncc2c(=O)[nH]1)Nc1nccs1,-33,/,0,-8,-19,-2,-9,-5,6,0
O=C(NCCOc1ccccc1Cl)C(=O)NCCOc1ccccc1Cl,4,-1,-3,13,4,1,6,-3,1,21
CC1=CC(=C(C#N)C#N)C=C(C)N1Cc1ccc(Cl)cc1,0,5,-4,10,-11,1,7,1,0,11
COc1ccccc1Cn1c(/C=C/c2ccccc2)nc2ccccc21,-5,3,0,-111,-22,4,12,-3,/,29
O=C1OC(Nc2ccc(Br)cn2)c2ccccc21 (stereo not drawn),/,8,-1,/,-17,/,/,1,0,/
